# Screens: PubChem BioAssay, National Center for Advancing Translational Sciences (NCATS)
# CBFb RUNX1 block – qHTS Assay for Compounds Blocking the Interaction Between CBF-beta and RUNX1 for the Treatment of Acute Myeloid Leukemia. 230,000 tested, under 10 active. AlphaScreen CBFb-His/RUNX1-biotin binding, biochemical. Runt-related transcription factor 1 (Homo sapiens) + Core-binding factor subunit beta …. Potency, µM (doses to about 59.8 µM), inactives show at the highest dose activity, negative = inhibition, hits mostly inhibitors; also: % of control where 0% means no effect
# Target sequence (Q01196 whole entry, looked up): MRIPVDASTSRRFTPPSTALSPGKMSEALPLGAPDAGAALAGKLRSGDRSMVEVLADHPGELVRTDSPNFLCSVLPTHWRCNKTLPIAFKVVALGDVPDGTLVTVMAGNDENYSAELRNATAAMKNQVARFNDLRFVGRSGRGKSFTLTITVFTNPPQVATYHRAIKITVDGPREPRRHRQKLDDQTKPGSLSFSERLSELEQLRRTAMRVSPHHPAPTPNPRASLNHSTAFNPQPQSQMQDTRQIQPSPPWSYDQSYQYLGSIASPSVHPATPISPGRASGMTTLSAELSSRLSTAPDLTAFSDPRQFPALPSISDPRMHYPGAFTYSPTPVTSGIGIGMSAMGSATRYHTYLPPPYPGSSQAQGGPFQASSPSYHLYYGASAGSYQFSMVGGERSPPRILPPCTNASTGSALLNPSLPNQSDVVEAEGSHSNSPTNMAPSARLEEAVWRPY
# Target sequence (Q13951 whole entry, looked up): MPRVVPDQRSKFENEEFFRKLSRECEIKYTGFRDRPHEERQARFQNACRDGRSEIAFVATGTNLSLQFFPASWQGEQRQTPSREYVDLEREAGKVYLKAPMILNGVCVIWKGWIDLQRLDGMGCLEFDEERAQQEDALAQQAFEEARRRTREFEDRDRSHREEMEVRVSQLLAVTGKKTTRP
#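 CBFb-His/RUNX1-biotin, 30 nM each, preincubated 20 min RT; compound 15 min RT; Ni + streptavidin beads 50 ng each, 90 min RT; AlphaScreen read.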
# IMPase Li cell – qHTS Assay for Identifying the Cell-Membrane Permeable IMPase Inhibitors: Potentiation with Lithium; CHO-M1 cells, IP1 TR-FRET (IP-One), carbachol + lithium; Potency, µM (series often up to 59.4 µM), without a hit: at the highest dose activity, negative = IMPase inhibition, actives largely listed as inhibitors; 0.35% of 210,000 active; AID 1457, 2008;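 also: IP1 builds up when IMPase is blocked and the TR-FRET signal falls; potency is read from the fitted curve at half-maximal effect; plate controls were basal vehicle for no effect and high inhibitor control for full effect; nearly all actives have a fitted effect of over 50% in size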
#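 Concentration–response in CHO-M1 cells, lithium-potentiated; 30 min at 37C. IP1 detected by competitive TR-FRET after 10 min lysis at RT. Hill-fitted AC50.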
# NPSR antag – qHTS Assay for Antagonists of the Neuropeptide S Receptor: cAMP Signal Transduction; CHO-NPSR cells, cAMP TR-FRET, antagonist mode; Potency, µM (series often up to 38.3 µM), without a hit: at the top dose activity change, negative = inhibition, actives largely listed as inhibitors; 1% of 220,000 active; AID 1461, 2008; also: potency is read from the fitted curve at half-maximal effect; % is scaled to controls: 0 for no effect and ±100 for the full control effect; nearly all actives have a fitted effect of over 50% in size; many of its hits are not listed in these tables
# Target sequence (Q6W5P4 whole entry, looked up): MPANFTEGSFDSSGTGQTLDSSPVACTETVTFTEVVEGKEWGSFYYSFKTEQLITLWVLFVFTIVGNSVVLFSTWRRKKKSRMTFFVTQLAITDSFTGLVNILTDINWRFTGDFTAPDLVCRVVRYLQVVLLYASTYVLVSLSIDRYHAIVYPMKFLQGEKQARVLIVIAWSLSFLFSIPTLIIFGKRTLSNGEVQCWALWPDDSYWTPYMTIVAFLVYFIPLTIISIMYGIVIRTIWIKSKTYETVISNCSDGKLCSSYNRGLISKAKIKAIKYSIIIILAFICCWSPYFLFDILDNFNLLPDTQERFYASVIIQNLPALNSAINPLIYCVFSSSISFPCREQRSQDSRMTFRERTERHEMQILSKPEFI
# HTT aggregate – qHTS Multiplex Assay to Identify Dual Action Probes in a Cell Model of Huntington: Aggregate Formation (GFP) | 1.1% of 220,000 active | PC12 HttQ103-GFP aggregates, Acumen cytometry, 40 h | Potency, µM (highest dose often 46.1 µM), for inactives: top-dose activity change, negative = inhibition, actives largely listed as inhibitors; also: potency is read from the fitted curve at half-maximal effect; % is scaled to controls: 0 for no effect and ±100 for the full control effect; nearly all actives have a fitted effect of over 60% in size
#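 PC12/HTTQ103-GFP, ecdysone-inducible; teb 100 nM; cpd qHTS titration; GFP aggregates read on laser cytometer, Ex 488/Em 500-530 nm.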
# Luc counter – Counterscreen for Luciferase (Kinase-Glo TM) Inhibition. 0.28% of 200,000 active. Kinase-Glo luciferase, ATP luminescence, 8 min. Potency, µM (highest dose often 38.3 µM), for inactives: at the highest dose activity change, negative = inhibition, hits mostly inhibitors; also: potency is read from the fitted curve at half-maximal effect; % is scaled to controls: 0 for no effect and ±100 for the full control effect; nearly all actives have a fitted effect of over 60% in size
#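 Kinase-Glo luciferase light output from ATP and luciferin was measured with 10 uM ATP, within the enzyme's linear range. Buffer: 50 mM imidazole pH 7.2, 50 mM KCl, 7 mM MgCl2, 0.01% Tween 20, 0.05% BSA; luminescence read after 8 min at ambient temperature.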
# Lamin A splicing – qHTS Assay for Modulators of Lamin A Splicing; HeLa LMNA splicing GFP/RFP minigene ratio, 48 h; Potency, µM (series often up to 46.1 µM), without a hit: top-dose ratio change, negative = inhibition, actives largely listed as inhibitors; 0.01% of 200,000 active; AID 1487, 2009; active = well fitted inhibition curve with a large enough effect in the signal ratio, with a control signal flat, not every such curve was filed as active; inconclusive = small, poorly fitted or top-dose-only effect, or effect the other way, or a change in a side signal; the % refers to the signal ratio; also: potency is read from the fitted curve at half-maximal effect; % is scaled to controls: 0 for no effect and ±100 for the full control effect
#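 S3 HeLa stable clones carrying a lamin A-EGFP splicing minigene plus DsRed2 were seeded at 600 cells/well in Opti-MEM with 2% FBS, pin-dosed and incubated 48 h at 37°C. Acumen cytometry (488 nm) gave the GFP/RFP total-intensity ratio.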
# Epigenetic derep – Quantitative High-Throughput Screen for Regulators of Epigenetic Control. 0.2% of 280,000 active. Potency, µM (highest dose often 53.9 µM), without a hit: at the highest dose GFP activation, actives largely listed as activators. murine LDR cells, GFP reporter derepression, 30 h; also: potency is read from the fitted curve at half-maximal effect; % of control where 0% means no effect; nearly all actives have a fitted effect of over 60% in size
#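 Murine LDR cells carrying a silenced, genomically integrated CMV-driven GFP reporter were exposed to compound for 30 hours at 37 C. After PBS washes, GFP-positive cells (20–120 um objects) were counted by laser-scanning microplate cytometry.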
# * hit, by the source's call; ? = inconclusive; nt = no result given; [ ] = remark or other dose. Unless noted, calls follow the shape of the dose curve; as a rule, active = well fitted curve in the direction sought with a large enough effect; inconclusive = small, poorly fitted or top-dose-only effect, or another doubt; inactive = no such curve, though single readings can be large; an effect the other way counts as inactive or inconclusive. These rows are one share of the data; rates above refer to the full screens.
SMILES,CBFb RUNX1 block,IMPase Li cell,NPSR antag,HTT aggregate,Luc counter,Lamin A splicing,Epigenetic derep
CC(C)(C)c1ccc(SCCc2ccccn2)cc1,13.8%,nt,9.0%,1.3%[9.22 µM],nt,nt,0.2%
CC(C)=C(C#N)c1nc2ccccc2s1,9.6%,7.1%,2.4%[46.1 µM],8.9%,2.2%,-2.6%,0.0%
Cc1ccc(S(=O)(=O)COCCN2CCN(S(=O)(=O)c3ccc(C)cc3)CCC2=O)cc1,?,0.1%,nt,nt,-2.8%[39.9 µM],nt,-0.1%
CCn1ncc2c(OCc3ccc(C#N)cc3)cc(C)nc21,21.3%,-0.2%[38.3 µM],?,-6.3%,-1.9%,-3.3%,0.0%
Cc1cc(OCc2nc(-c3cccnc3)no2)c(C)cc1Br,4.4%,9.9%,-4.9%[46.1 µM],11.6%,-1.6%,-8.5%,-4.6%
COC(=O)c1ccc(NC2=CC(=O)CC(C)(C)C2)cc1,2.0%,23.5%[38.3 µM],-14.1%[46.1 µM],-14.2%,1.1%,-7.6%,-1.0%
Cc1ccc(O)c(C2=Nc3ccccc3N=C(c3ccco3)C2)c1,4.2%,nt,?,2.7%,nt,8.5%,-0.3%
COc1ccc(CNC(=O)C(NC(C)=O)C(=O)Nc2ccc(C(C)C)cc2)cc1 (stereo not drawn),?,-2.8%,-5.7%,11.4%,3.5%,?,-0.5%
Cc1ccc(NC(=O)C2CCN(S(=O)(=O)c3cccc4nonc34)CC2)nc1,-2.5%,nt,-10.2%[46.1 µM],-5.4%,nt,?,-5.5%
COc1ccccc1NC(=S)c1ccccc1,5.8%,-1.6%,8.6%,?,0.5%,-3.9%,-0.2%
O=C(CSc1nc2c(cnn2-c2ccccc2)c(=O)[nH]1)N1CCCCC1,-1.7%,nt,-16.8%,1.6%[9.22 µM],nt,nt,1.7%
O=C(NN1C(=O)c2ccccc2NC1c1ccc([N+](=O)[O-])o1)c1ccccc1 (stereo not drawn),2.7%,-3.5%,33.0%,?,-1.3%,nt,-1.2%
O=C(Nc1cccc2nsnc12)c1ccc(-c2ccc(Br)cc2)o1,-0.8%,nt,?,-9.9%,nt,-0.3%,-1.0%
Cc1n[nH]c(C)c1CCC(=O)N/N=C/c1c(C)[nH]c2ccccc12,13.3%,nt,-0.6%,-0.5%[9.22 µM],nt,nt,0.3%
CC(CC(=O)Nc1cc(C(F)(F)F)ccc1Cl)c1ccccc1 (stereo not drawn),20.2%,22.0%[38.3 µM],-5.6%[46.1 µM],24.7%,-5.9%,10.5%,1.1%
O=Nc1c(O)n(Cc2ccc(Cl)c(Cl)c2)c2ccccc12,-14.8%,-8.5%[38.3 µM],-20.4%[46.1 µM],-13.5%,-7.8%,?,0.0%
Cn1nc(/C=C/c2ccccc2)ccc1=O,29.3%,15.2%,0.8%,17.2%,?,-15.4%[46 µM],-3.3%
Cc1ccc(C(=O)N/C(=C/c2ccc(Cl)cc2)C(=O)NCC2CCCO2)cc1 (stereo not drawn),7.7%,-3.0%,24.9%,2.6%,-0.4%,-4.3%,0.0%
Cc1ccc(-n2c(=O)[nH]c3ncccc3c2=O)cc1,-26.7%,3.0%,6.4%,-4.1%[9.22 µM],1.1%,nt,3.1%
COc1cc2c3c(c1OC)C1(C=CC(=NNC(N)=O)C=C1)CC3N(C(C)=O)CC2 (stereo not drawn),1.9%,-5.0%,7.4%,6.3%,-2.4%,-3.2%,-1.8%

# Arranged by the number under NPSR antag (descending): some entries from above
SMILES	NPSR antag
Cc1ccc(C(=O)N/C(=C/c2ccc(Cl)cc2)C(=O)NCC2CCCO2)cc1 (stereo not drawn)	24.9%
Cn1nc(/C=C/c2ccccc2)ccc1=O	0.8%
Cc1n[nH]c(C)c1CCC(=O)N/N=C/c1c(C)[nH]c2ccccc12	-0.6%

# Following part:
SMILES,CBFb RUNX1 block,IMPase Li cell,NPSR antag,HTT aggregate,Luc counter,Lamin A splicing,Epigenetic derep
Cc1cc(C)n(CC(=O)n2c3c(c4ccccc42)CCCC3)n1,11.0%,19.5%[38.3 µM],-13.0%[46.1 µM],-2.3%,2.9%,-4.8%,-2.2%
O=c1c(Cl)c(N/N=C/c2ccc(Br)cc2)cnn1-c1ccccc1,-0.3%,3.4%[38.3 µM],-19.4%[46.1 µM],-10.1%,-1.4%,26.2%,-0.9%
C[C@H]1[C@H](C)CC[C@]2(C(=O)O)CC[C@]3(C)C(=CCC4[C@@]5(C)CC[C@H](O)C(C)(C)[C@@H]5CC[C@]43C)[C@H]12 (stereo partly drawn),6.6%[21.7 µM],20.1%,nt,nt,0.0%,nt,2.8%
Cc1ccc(-c2nnn(CC(=O)N(CC3CCCO3)C(C(=O)NC(C)(C)C)c3ccc(F)cc3)n2)o1 (stereo not drawn),5.8%,-2.8%,-7.6%[46.1 µM],4.7%,0.6%,-11.5%,2.0%
COc1ccc(-n2cccc2/C=C2/NC(=O)N(c3cccc(Cl)c3)C2=O)cc1,-5.8%,-0.7%,-1.5%,-0.8%,2.5%,-6.0%,-1.6%
CC(C)Cn1nnnc1S(=O)(=O)Cc1ccccc1,11.1%,13.0%,nt,nt,1.2%,nt,-0.3%
COc1cccc(C2NC(=O)NC(C)=C2C(=O)Nc2ccccc2C)c1 (stereo not drawn),3.5%,-9.7%[38.3 µM],-1.8%[46.1 µM],2.9%,-8.0%,4.0%,1.5%
Cc1ccc(S(=O)(=O)N2CCN(C(=O)CN3CCN(C)CC3)C2)cc1,1.1%,-8.7%[38.3 µM],7.7%[46.1 µM],13.6%,-1.4%,4.2%,-1.4%
CCN(CC)C(=S)NCCc1ccccc1,-0.4%,21.6%,-7.5%,-9.9%[9.22 µM],-5.2%,nt,-4.3%
Fc1ccc(C(Nc2ccccn2)c2c[nH]c3ccccc23)cc1 (stereo not drawn),-11.7%,24.9%,4.3%,7.6%,-3.1%,?,-1.3%
O=C(COc1ccc(Cl)cc1)NCc1nnc(SCC(=O)N2CCCC2)o1,8.4%,-0.8%,11.1%,-4.1%,-3.0%,nt,-1.1%
CCN1C(=O)CC(N2CCN(CC(=O)NC(C)C)CC2)C1=O (stereo not drawn),7.4%,2.9%[38.3 µM],-0.2%[46.1 µM],-4.0%,-4.9%,20.7%,-1.1%
CC(=O)Nc1cccc2c1C(=O)N(c1ccccc1C)C2=O,0.0%,5.1%,7.9%,-9.8%,-0.4%,nt,2.4%
COc1cc(NC(=O)c2cccs2)c(C(=O)OCC(=O)c2cc(C)n(-c3ccc(F)cc3)c2C)cc1OC,-0.9%,2.6%,-0.8%,-9.3%,-2.3%,-8.9%,-1.3%
Cc1cccc(N(CC(=O)NC2CCCCC2)C(=O)c2c(C)noc2C)c1,3.5%,51.9%[activator][38.3 µM],-15.0%[46.1 µM],3.1%,15.0%,-9.2%,0.0%
Cc1ccc(-c2nnc(N3CCCCC3)c3ccccc23)cc1S(=O)(=O)N1CCN(C)CC1,-3.7%,-8.4%[38.3 µM],-19.9%[46.1 µM],12.8%,-3.4%,1.6%,-1.1%
CCc1c(C)nc2c(C#N)c[nH]n2c1=O,-5.3%,2.8%[38.3 µM],-5.5%[46.1 µM],-1.8%,-0.7%,?,-1.7%
CC(C)CCn1c(=O)[nH]c2ccccc21,16.1%,nt,8.9%,9.5%[9.22 µM],nt,nt,0.2%
NS(=O)(=O)c1ccc(N/N=C/c2ccc(O)cc2O)c([N+](=O)[O-])c1,-15.5%,nt,43.6%,6.4%[9.22 µM],nt,nt,-0.6%
CC1CCN(C(C)C(=O)Nc2ccccc2-c2ccccc2)CC1 (stereo not drawn),-1.7%,3.5%[38.3 µM],?,5.6%,0.8%,9.1%,1.2%
CC(=O)Nc1ccc(S(=O)(=O)N2CCC(c3nc4ccc(C)cc4[nH]3)CC2)cc1,2.8%,3.0%[38.3 µM],-12.1%[46.1 µM],-24.9%,0.7%,-0.6%,0.8%
CC(C)[C@H](NC(=O)Nc1cccc(Br)c1)C(=O)O,3.2%,-1.6%,15.9%,-13.7%,1.8%,-6.7%,0.1%
Clc1ccc(N/N=C/c2cccs2)nn1,?,0.0%,-9.2%,-2.3%,-7.0%,nt,-5.1%
Cc1cc(C)c2c(-n3cccc3)c(NC(=O)OCc3ccccc3)sc2n1,-2.6%,11.0%[38.3 µM],?,6.8%,-1.3%,0.9%,1.9%
CCc1ccc(C(=O)NCc2cnn(C)c2)s1,3.0%,7.0%,6.9%,8.2%,-3.7%,3.9%[46 µM],1.1%
CCCCOC(=O)Nc1nccs1,3.4%,6.9%,-0.3%[46.1 µM],-27.2%,-3.4%,-3.8%,-0.8%
O=C(CSc1nnc(-c2ccccc2)c(-c2ccccc2)n1)Nc1ccc(Br)cn1,5.4%,12.6%,-60.0%,24.9%,1.9%,?,-2.8%
COC(=O)Nc1nc2c(s1)CCCC2,3.8%,16.9%[38.3 µM],-3.0%[46.1 µM],3.6%,-2.2%,10.5%,0.0%
O=C(Nc1cccnc1)C1CCCN(S(=O)(=O)c2ccccc2)C1 (stereo not drawn),3.6%,1.3%[38.3 µM],-4.3%[46.1 µM],-10.6%,-0.6%,2.2%,0.8%
COCCn1c(=O)[nH]c2cc(C(=O)NCCc3ccc(S(N)(=O)=O)cc3)ccc2c1=O,14.2%,-2.5%,16.8%,2.5%,2.7%,8.9%[46 µM],-1.5%

# Taken from above:
# CCN(CC)C(=S)NCCc1ccccc1 in Luc counter is entered as -5.2%
# Cc1cc(C)n(CC(=O)n2c3c(c4ccccc42)CCCC3)n1 in Epigenetic derep is entered as -2.2%

# The results go on.
SMILES,CBFb RUNX1 block,IMPase Li cell,NPSR antag,HTT aggregate,Luc counter,Lamin A splicing,Epigenetic derep
Cc1nc(N)c(CC(Br)CBr)c(Cl)n1 (stereo not drawn),2.8%,nt,-40.4%,-26.9%[9.22 µM],nt,nt,4.3%
O=C(/C(=C/O)N=Nc1ccccc1)c1ccco1,1.3%,-0.8%,-17.0%,20.1%,-6.1%,-21.7%[46 µM],0.0%
O=C(Nc1cc(S(=O)(=O)Nc2ccccc2Cl)ccc1O)c1cc2c(s1)CCCC2,7.3%,nt,-3.3%,-10.2%[9.22 µM],nt,nt,-1.7%
COc1ccc(-n2nnnc2SCC(=O)N2C(C)CCCC2C)c(OC)c1 (stereo not drawn),2.3%,-0.3%[38.3 µM],-12.3%[46.1 µM],?,1.3%,?,-0.7%
